PAX8 inh HTS = inhibitors of PAX8 transcriptional activity in RMG-I cells | AID 652154 | 1.2% of 360,000 active | inhibition, % at 12.6 µM | RMG-I TPO-luciferase reporter, SteadyGlo, 24 h;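 active means mean replicate inhibition at least 60% with every replicate also reaching 60%; inconclusive means only one of the two criteria is met; inactive means mean below 60% and not all replicates reaching 60%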;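 further: luciferase light reporting Pax8 driven TPO promoter activity; plate controls were median of neutral control wells for no effect and mitoxantrone controls for full effect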
LGR2 inh = Drosophila LGR2 receptor signaling inhibition; HEK293 LGR2, CRE-luciferase, bursicon-stimulated, 4 h; inhibition, % at 9.99 µM; 0.35% of 380,000 active;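 active means drop in luminescence signal, shown as inhibition above about 50% in the replicate tests, limit read from the data, passing the limit was not always enough; inconclusive means probably only some replicates passing the limit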;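 further: agonist challenge used bursicon conditioned medium at about half maximal strength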
PglD inh = blocks C. jejuni PglD acetyltransferase activity | purified PglD enzyme, DTNB colorimetric CoA detection | inhibition, % at 12.5 µM | 0.098% of 360,000 active; in the data active means inhibition above about 16%, passing the limit was not always enough; inconclusive means no clear call, values can overlap the other calls; further: strong numbers were not always called active
ARNT TACC3 PPI = disruptors of human ARNT/TACC3 interaction. 0.66% of 390,000 active. AlphaScreen His-ARNT PAS-B/GST-TACC3 binding, luminescence; TACC3 fragment carries E629A point mutation. inhibition, % at 9.99 µM. AID 623870. Q9Y6A5;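 active means mean inhibition of replicates at least 50% and at least half of replicates each reaching 50%; inconclusive means half or more replicates reach 50% but mean below 50%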;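 further: 0% = complete ARNT plus TACC3 wells and 100% = ARNT alone without TACC3; many hits fall short of the cut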
Cneo AK release = Cryptococcus neoformans lysis via adenylate kinase release; C. neoformans lysis, adenylate kinase release luminescence, 4 h; normalised: neutral wells 0, clomiphene wells 100; lysis activity, % at 15 µM; 0.2% of 360,000 active;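 active means mean lysis activity across replicates of at least 80%, whatever share of replicates individually reach that level; inactive means mean lysis activity below 80%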
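Signal: Adenylate kinase release luminescence | Assay system: Log-phase Cryptococcus neoformans yeast cells | Input: Cells at 5 × 10^6 per mL | Buffer or medium: Fresh YPD growth medium | Compound: Single dose | Schedule: Static 4 h at 37 °C with compound, 1 h detection | Controls: Clomiphene | Read-out: Luminescence rise reflecting yeast cell lysis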
GSIS activator = primary screen for activators of insulin secretion dependent on glucose, INS-1E cells, GLuc reporter luminescence; INS-1E GLuc reporter insulin secretion, 2-3 h; activation, % at 16.6 µM; 0.61% of 370,000 active;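 active means lowest replicate activation of at least 40%, so every replicate reaches that level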;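 further: 0% = median of neutral control wells and 100% = median of IBMX positive control wells; some compounds called inactive have numbers as strong as hits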
C2C12 statin = protects C2C12 myotubes from simvastatin toxicity; ATP luminescence, 48 h; scaled: DMSO 0, geranylgeraniol control 100; rescue of ATP level, % at 7.49 µM; 0.78% of 330,000 active;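 active means mean ATP rescue above about 67%, or every replicate alone reaching that limit, limit read from the data, passing the limit was not always enough; inconclusive means no clear call, values can overlap the other calls; inactive means mean under the limit and some replicate under it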;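 further: myotubes were challenged with 10 µM simvastatin during compound exposure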
PGC1a acetyl inh = PGC1a acetylation modulation, inhibitor mode; U2OS PGC1a acetylation, AlphaScreen anti-acetyl-lysine; with virally co-expressed GCN5 acetyltransferase; inhibition, % at 15.6 µM; 0.17% of 350,000 active; AID 651687;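 active means every replicate shows inhibition of at least 40%; inconclusive means mean inhibition at least 40% but some replicate below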;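 further: 0% = neutral control wells and 100% = positive control wells; some results beyond the cut were filed as inactive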
* = called active by the depositor; u = inconclusive; x = no result given; & = joins results of further samples; ! = not confirmed by another sample.

SMILES	PAX8 inh HTS	LGR2 inh	PglD inh	ARNT TACC3 PPI	Cneo AK release	GSIS activator	C2C12 statin	PGC1a acetyl inh
O=S(=O)(c1ccccc1)N1CCCCN2[C@@H](CO)[C@@H](c3ccc(-c4ccccc4F)cc3)[C@@H]2C1	-4	15	-2	14	3	-21	13	-6
CC(=O)N(C)C[C@@H]1Oc2cc(C#C[C@H](C)O)ccc2S(=O)(=O)N([C@H](C)CO)C[C@@H]1C	16	2	7	-6	4	8	17	4
COc1ccc(S(=O)(=O)NCCCN2CCOCC2)c2ccccc12	x	x	2	24	1	x	24	1
COc1ccc(CCN2CC(C(=O)Nc3ccc(S(C)(=O)=O)cc3)CC2=O)cc1OC (stereo not drawn)	-4	-9	-1	3	-3	1	8	x
CCOC(=O)c1c(C)[nH]c(C)c1S(=O)(=O)N(C)CC(=O)N1CCN(c2ccc(OC)cc2)CC1	9	4	-12	3	1	31	4	-7
Cc1cc(C)n(CC(=O)NCc2ccccc2)c(=O)c1C#N	-7	1	-12	-3	0	2	-4	x
Cc1cc2cc(CNC(=O)c3ccc(S(=O)(=O)N4CCCCC4)cc3)ccc2[nH]1	2	1	0	-3	2	x	-7	2
C[C@@H]1CN([C@@H](C)CO)C(=O)Cc2cc(NC(=O)Cc3ccccc3)ccc2O[C@H]1CN(C)CC1CC1	-8	12	2	x	8	-5	0	8
Cc1nc2ccc(CCO)cc2s1	-25	x	x	-3	x	x	9	-7
CCc1ccc2nc(NC(=O)C3CSC4(C)CCC(=O)N34)sc2c1 (stereo not drawn)	x	-25	-10	7	-9	-38	-29	12
O=C(NCCC1CCCC1)C1CCC(=O)N(CCCN2CCCC2=O)C1 (stereo not drawn)	19	-7	2	28	2	33	1	x
CCCc1[nH]n(-c2nc3ccccc3s2)c(=O)c1C=NCC1CCCO1 (stereo not drawn)	x	-8	-2	1	-3	-13	1	0
C[C@@H]1CN([C@H](C)CO)C(=O)Cc2cc(NC(=O)Nc3cccc4ccccc34)ccc2O[C@H]1CN(C)Cc1ccc(-c2ccccc2)cc1	x	4	x	x	x	3	54	4
O=[N+]([O-])c1ccc2c(c1)/C(=N\O)c1ccccc1-2	1	7	-8	-4	-6	9	-12	-17
COc1ccc(C)cc1NC(=O)CN1C(=O)C2CC=CCC2C1=O (stereo not drawn)	-12	-21	-6	x	0	-1	3	x
COC(=O)N/N=C/c1ccc(OS(=O)(=O)c2ccc(C)cc2)c(OC)c1	19	-1	x	-7	x	1	x	9
Cc1ccc2nc(C(C)(C)C)c(Cc3cccc(F)c3)n2c1	-9	-31	6	x	4	-19	-3	-7
O=C(CNC(=O)c1cccc([N+](=O)[O-])c1)OCCCC(=O)c1ccc(F)cc1	-3	3	-3	-1	-1	-29	3	x
Cc1ccc(S(=O)(=O)N2CCCCC2)cc1C(=O)NCCN1CCOCC1	-1	0	-2	-10	0	-1	7	4
Cn1c(Nn2cnnc2)nc2ccccc21	x	x	3	7	2	x	9	19
CCCOc1ccc(/C(O)=C2/C(=O)C(=O)N(CCN(C)C)C2c2ccco2)cc1 (stereo not drawn)	x	x	-4	0	3	x	-13	x
COc1ccc2c(C)nc(N/C(N)=N/S(=O)(=O)c3ccc(C)cc3)nc2c1	6	4	x	x	x	-19	x	-14
Cc1cc(C)cc(C(=O)O/N=C(\N)c2ccc(Br)cc2)c1	x	x	4	-6	-2	x	13	-4
c1ccc(-c2nc3c4ccccc4ccn3c2Cc2ccsc2)cc1	x	x	-3	x	0	x	1	-1
Cc1cc2cc(C)c(NCCNC(=O)c3ccccc3Cl)nc2cc1C	7	-2	0	-3	0	1	3	-7

Some entries already given, showing only GSIS activator, PglD inh and Cneo AK release.
smiles,GSIS activator,PglD inh,Cneo AK release
O=[N+]([O-])c1ccc2c(c1)/C(=N\O)c1ccccc1-2,9,-8,-6
COc1ccc(C)cc1NC(=O)CN1C(=O)C2CC=CCC2C1=O (stereo not drawn),-1,-6,0
COC(=O)N/N=C/c1ccc(OS(=O)(=O)c2ccc(C)cc2)c(OC)c1,1,x,x

Carrying on:
SMILES	PAX8 inh HTS	LGR2 inh	PglD inh	ARNT TACC3 PPI	Cneo AK release	GSIS activator	C2C12 statin	PGC1a acetyl inh
COC(=O)N1C(=O)[C@@](c2ccc(OC)cc2)(C(C)C)N1C(=O)OC	x	28	-1	x	-1	x	-4	4
CC(Sc1nc2c(c(=O)[nH]1)CCCC2)C(=O)Nc1ccc(Br)cn1 (stereo not drawn)	10	2	-5	5	0	12	4	x
O=C(C[C@H]1CC[C@@H]2[C@H](COC[C@H](O)CN2C(=O)Nc2ccccc2)O1)NC1Cc2ccccc2C1	8	18	0	17	42	0	16	2
Cc1ccc(NC(=S)Nc2ccc3[nH]c(=O)[nH]c3c2)cc1C	-16	-16	2	5	-1	35	9	-2
CCN(CC)Cc1cc(C(C)=O)ccc1O	x	15	0	3	-1	15	17	0
Cc1ccc(-c2c3c(=O)n(C)c(=O)n(C)c3cn2-n2cnnc2)cc1	x	8	x	-10	x	-4	x	-18
Cc1cccc(-n2c(=O)c3c(C)c(C)sc3n(CC(N)=O)c2=O)c1	-15	20	x	-4	x	-6	13	3
C/C(Cl)=C/Cn1c(SCc2ccc(Cl)cc2)nc2c1c(=O)[nH]c(=O)n2C	x	x	1	-6	1	x	7	-2
Cc1cccc(N2C(=O)C(Oc3ccc(Cl)cc3Cl)C2C(=O)O)c1C (stereo not drawn)	13	-7	0	4	-3	5	x	-2
CC(C)C(OC(=O)c1cccs1)C(=O)NCc1ccccc1 (stereo not drawn)	-21	7	x	-6	x	19	x	x
CC(=O)Nc1ccc(S(=O)(=O)NCC(=O)NNC(=O)COc2c(C)cccc2C)cc1	6	6	-2	-2	0	18	13	-3
Cc1cccnc1NC(=O)Cn1nc([N+](=O)[O-])cc1C	-3	-14	3	-3	-5	17	5	3
COc1cccc(C(CNC(=O)C(c2ccccc2)c2ccccc2)N(C)C)c1 (stereo not drawn)	2	17	-2	4	6	-16	0	x
C[C@H](CO)N1C[C@H](C)[C@H](CN(C)C(=O)C2CCC2)Oc2cc(C#C[C@@H](C)O)ccc2S1(=O)=O	x	-2	8	-13	0	5	8	-10
CNc1ncnc2c1ncn2[C@H]1CN(CCN2CCOCC2)C[C@@H](CO)O1	3	6	4	x	-1	x	6	0
CCOc1cccc(-c2cc(-c3n[nH]c(=S)n3CC)c3ccccc3n2)c1	x	-15	-4	13	36	5	53	9
O=C(NN1C(=O)c2ccccc2C1=O)c1ccc2c(c1)C(=O)N(CC1CCCO1)C2=O (stereo not drawn)	9	-11	0	-4	-1	0	1	3
O=C(NCc1cccc(C(F)(F)F)c1)C1CCN(c2ncccn2)CC1	x	x	7	-1	2	x	4	-6
O=C(N1CCOCC1)N(Cc1cccs1)C1CCCC1	x	7	-2	0	2	6	4	-5
CC(C)NC(=O)N1Cc2cc(C(=O)NCC(F)(F)F)nc(-c3cccc(-c4cc5ccccc5o4)c3)c2[C@H]1CCO	85*	-17	x	x	x	-28	x	10
CCCCN(C(=O)c1ccc(-c2ccc([N+](=O)[O-])cc2)o1)c1c(N)n(CCCC)c(=O)[nH]c1=O	-11	-12	3	-4	6	-7	-4	7
O=C(O)c1cccc2c1C(=O)c1ccc(-c3ccc(F)cc3F)cc1S2(=O)=O	-1	-3	3	-1	-1	x	9	9
COc1ccc(S(=O)(=O)N(C)C[C@@H]2OCCCC[C@H](C)Oc3ccc(NC(=O)Nc4ccc(C(F)(F)F)cc4)cc3C(=O)N([C@H](C)CO)C[C@H]2C)cc1	79*!	2	-3&3	-17	0&-3	7&7	-6&-26	-18&-18
Cc1ccc(S(=O)(=O)Nc2ccc3c(c2)C(=O)N([C@H](C)CO)C[C@@H](C)[C@@H](CN(C)C(=O)NC(C)C)OCCCC[C@H](C)O3)cc1	9	6	4	-6	62	-20	x	u
O=C(N/C(=C\c1ccc([N+](=O)[O-])cc1)C(=O)N1CCOCC1)c1cccc(Br)c1	9	14	-5	4	-1	-37	-3	-1

Additional results
SMILES	PAX8 inh HTS	LGR2 inh	PglD inh	ARNT TACC3 PPI	Cneo AK release	GSIS activator	C2C12 statin	PGC1a acetyl inh
Cc1ccc(S(=O)(=O)Nc2ccc3c(c2)CC(=O)N([C@H](C)CO)C[C@H](C)[C@H](CN(C)C(=O)Nc2cccc4ccccc24)O3)cc1	-10	8	-1	8	-3	-4	29	-7
Cc1ccc(/C=N/NC(=O)c2cc3ccccc3cc2O)o1	-15	-36	-3	x	-2	4	x	10
C[C@@H]1CN([C@@H](C)CO)C(=O)c2ccccc2-c2ccccc2CO[C@@H]1CN(C)S(=O)(=O)c1ccccc1C#N	-30	5	-2	-8	1	-13	-15	-3
C[C@H](CO)N1C[C@H](C)[C@@H](CN(C)C(=O)C2CC2)Oc2cc(C#CC3CC3)ccc2S1(=O)=O	x	-11	0	-1	1	-16	1	-10
CCN(C(=O)CSc1ccc2ccccc2n1)C1CCCCC1	-3	12	3	-16	1	88	7	x
CN1CCN(c2ccc(NC(=O)c3ccc(C(F)(F)F)cc3)cn2)CC1	-3	0	x	1	x	9	x	1
CC1(O)CC2CC1C(C(=O)O)C2C(=O)O (stereo not drawn)	0	8	x	-3	x	-8	x	x
C[C@H]1CCCCO[C@H](CN(C)Cc2ccncc2)[C@@H](C)CN([C@@H](C)CO)C(=O)c2cc(NS(=O)(=O)c3ccc(F)cc3)ccc2O1	4	-3	-1	1	1	-8	x	-8
O=C(CN1C(=O)c2cccc3cccc1c23)Nc1ccccc1C(=O)NCc1ccco1	32	x	2	-4	-1	x	12	-6
C[C@@H]1CN([C@@H](C)CO)S(=O)(=O)c2ccc(C3=CCCCC3)cc2O[C@@H]1CN(C)S(=O)(=O)c1cn(C)cn1	-6	-11	-8	-6	-12	-14	-20	-5
CC(C(=O)Nc1ccc(F)c(F)c1F)N(C)CC(=O)Nc1ccccc1Br (stereo not drawn)	13	8	-3	x	-3	-21	2	x
C[C@@H]1CN([C@H](C)CO)C(=O)c2cc(C#CC3(O)CCCC3)cnc2O[C@@H]1CN(C)Cc1cncnc1	x	-4	7	-4	-6	-5	x	6
CCC(C)(CCNC(=O)Cc1ccccc1)c1ccccc1OC (stereo not drawn)	1	13	-2	-7	0	-18	121*	-7
CC1(c2nnc(-c3ccccc3)o2)CC(c2cccnc2)=NO1 (stereo not drawn)	-23	0	-5	-2	-3	26	23	x
Cn1nc(-c2ccccc2)c(CO)c1Sc1ccccc1	-12	12	x	0	x	-8	8	-26
CC1CCCCC1NC(=O)Cn1c(CN2CCCCC2)nc2ccccc2c1=O (stereo not drawn)	x	x	1	-10	0	x	17	1
COCCNC(=O)Cn1c(=O)n(Cc2ccc(C(=O)NCCc3ccc(OC)c(OC)c3)cc2)c(=O)c2ccccc21	-11	1	-1	-1	3	9	5	5
Cc1ccc(CN2C(=O)c3ccccc3C2C(=O)NCc2cccnc2)cc1 (stereo not drawn)	2	10	x	1	2	x	5	3
C[C@@H]1CN([C@@H](C)CO)C(=O)Cc2cc(NS(=O)(=O)c3ccccc3)ccc2O[C@H]1CN(C)C(=O)Nc1ccccc1	2	1	1	-3	-1	-11	11	8
COc1cc(/C=N/NC(=O)CCN2CCN(c3ccccc3)CC2)cc(OC)c1OC	15	35	x	38*	x	6	x	x

High-throughput results: PubChem, Broad Institute
